# RGS4 block – RGS4 inhibitors, primary screen, cell-based, HEK293 M3R inducible RGS4, calcium flux | Regulator of G-protein signaling 4 (Homo sapiens), P49798 | Fluo-4 calcium flux; stronger effect = higher value; triggered by carbachol at its EC20 | B-score at 10 µM | 310,000 compounds, 0.45% hits;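 active = B-score, a plate-corrected calcium signal, over three deviations above library mean, with baseline fluorescence within five deviations of library mean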;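 note: RGS4 expression induced by doxycycline in cells with stable M3 receptor; B-score is computed from the integrated fluorescence ratio over baseline after carbachol; higher B-score means a larger calcium signal and so more RGS4 inhibition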
# hERG protect – hERG rescue from dofetilide block, primary screen, cell-based, CHO-hERG, FluxOR thallium flux, dofetilide IC70. 310,000 compounds, 0.51% hits. dofetilide IC70 present. activation (rescue from dofetilide block), less the hit threshold, % at 10 µM. Voltage-gated inwardly rectifying potassium channel KCNH2 (Homo sapiens), Q12809;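 active = activation above the mean of controls blocked by dofetilide plus 5 SD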;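 note: thallium influx through hERG after potassium depolarization seen as dye fluorescence rise; in these data hits start at about 4.7%; inactives centre near -7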
# Target sequence (Q12809 whole entry, looked up): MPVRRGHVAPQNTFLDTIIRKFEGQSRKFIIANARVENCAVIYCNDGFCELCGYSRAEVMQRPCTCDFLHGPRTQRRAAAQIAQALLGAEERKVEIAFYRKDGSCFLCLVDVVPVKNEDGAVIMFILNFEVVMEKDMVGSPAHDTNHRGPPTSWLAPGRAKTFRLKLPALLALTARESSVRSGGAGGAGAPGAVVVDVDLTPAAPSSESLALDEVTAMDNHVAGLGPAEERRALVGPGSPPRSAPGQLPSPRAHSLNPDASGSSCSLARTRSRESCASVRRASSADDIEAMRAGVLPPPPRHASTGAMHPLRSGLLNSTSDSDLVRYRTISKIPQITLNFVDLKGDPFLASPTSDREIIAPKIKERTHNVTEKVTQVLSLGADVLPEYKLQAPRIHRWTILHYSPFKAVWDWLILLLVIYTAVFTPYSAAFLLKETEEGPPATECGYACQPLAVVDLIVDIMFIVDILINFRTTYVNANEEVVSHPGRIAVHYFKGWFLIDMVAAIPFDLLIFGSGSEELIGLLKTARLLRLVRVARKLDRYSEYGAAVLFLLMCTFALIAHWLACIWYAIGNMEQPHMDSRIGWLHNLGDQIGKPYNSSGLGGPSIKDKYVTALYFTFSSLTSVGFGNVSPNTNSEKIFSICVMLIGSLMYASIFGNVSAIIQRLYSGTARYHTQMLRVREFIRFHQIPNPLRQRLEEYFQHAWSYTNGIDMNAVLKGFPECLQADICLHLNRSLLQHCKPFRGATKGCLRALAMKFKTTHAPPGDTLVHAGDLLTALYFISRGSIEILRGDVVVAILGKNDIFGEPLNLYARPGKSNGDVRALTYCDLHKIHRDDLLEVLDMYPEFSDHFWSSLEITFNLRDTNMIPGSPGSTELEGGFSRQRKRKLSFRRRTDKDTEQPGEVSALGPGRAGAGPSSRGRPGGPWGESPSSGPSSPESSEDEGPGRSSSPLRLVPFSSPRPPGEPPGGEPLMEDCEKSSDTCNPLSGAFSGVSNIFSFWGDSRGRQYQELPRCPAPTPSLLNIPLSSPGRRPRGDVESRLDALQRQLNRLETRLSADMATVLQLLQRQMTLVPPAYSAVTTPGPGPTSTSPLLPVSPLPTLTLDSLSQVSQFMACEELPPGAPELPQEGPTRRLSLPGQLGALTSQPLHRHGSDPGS
# KCNQ1 act – potentiators or activators of KCNQ1 channel, primary screen, cell-based, thallium flux, high-throughput | Potassium voltage-gated channel subfamily KQT member 1 (Homo sapiens), P51787 | 310,000 compounds, 0.35% hits | AID 2648, 2010 | CHO-K1 KCNQ1, thallium flux FluxOR fluorescence; stronger effect = higher value | B-score at 10 µM;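 active = fluorescence ratio B-score, a plate-corrected score, at least three library SD, with initial intensity B-score within 5 SD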
#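 Assay system: stable KCNQ1 CHO-K1 line; medium: assay buffer, equal DMSO in all wells; timing: 90 min dye loading and 20 min compound exposure, both at room temperature; technique: kinetic FluxOR thallium fluorescence, 10-s 1-Hz baseline, 110-s post-stimulus read; read-out basis: B score of baseline-normalized fluorescence ratio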
# KCNK9 inh – KCNK9 potassium channel inhibitors, primary screen, HEK293 cells, thallium flux; Potassium channel subfamily K member 9 (Homo sapiens), Q9NPC2; FluxOR thallium flux fluorescence; stronger effect = lower value; B-score at 10 µM; 310,000 compounds, 1.2% hits;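 active = ratio B-score over 3 SD below the library mean, with starting fluorescence within 5 SD of its mean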;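 note: negative B-score means less thallium flux so channel inhibition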
# DYRK1A inh – rat Dyrk1A kinase inhibitors, primary screen, biochemical, single point, plate reader; 310,000 compounds, 0.43% hits; Dual specificity tyrosine-phosphorylation-regulated kinase 1A (Rattus norvegicus), Q63470; AID 504441, 2011; ADP-Glo luminescence, NFATc1 peptide; inhibition, % at 12.5 µM; in the data active = inhibition above about 50%;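 note: plate controls were vehicle with enzyme for no effect and no enzyme for full effect; many of its hits are not listed in these tables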
# GSK3A inh – blockers of GSK3A enzyme activity – biochemical, luminescence, cell-free homogeneous, HTS, primary screen; Glycogen synthase kinase-3 alpha (Homo sapiens), P49840; GSK-3 alpha kinase, ADP-Glo luminescence, 60 min; inhibition, % at 10 µM; 320,000 compounds, 0.1% hits;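 in the data active = inhibition above about 50%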;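 note: GST-tagged GSK-3 alpha with peptide substrate and 25 µM ATP; 0% = DMSO neutral wells and 100% = GW8510 positive control wells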
# GSK3beta inhib – human GSK3beta kinase inhibitors, primary screen, biochemical, cell-free homogeneous, HTS; GST-GSK3beta kinase, ADP-Glo luminescence, 60 min; stronger effect = lower value; activity score (negative = inhibition), % at 10 µM; 300,000 compounds, 0.038% hits; AID 2097, 2009;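 active = more than half of replicate wells score below -50%, meaning over 50% inhibition versus plate controls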;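 note: 0% = median DMSO wells and -100% = median GW8510 positive control wells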
#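 Test system: GST-tagged human GSK3beta kinase, cell-free; evaluation: activity score scaled between in-plate DMSO and GW8510 controls; measured by: ADP-Glo luminescence; incubation: 60 min reaction, RT; benchmarks: DMSO and 20 µM GW8510; reagent: peptide substrate plus 25 µM ATP (final); medium: Tris/MgCl2 kinase buffer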
# KCNK3 inh – human KCNK3 channel inhibitors, primary screen, CHO cells, FluxOR thallium flux, B-score; Potassium channel subfamily K member 3 (Homo sapiens), O14649; FluxOR fluorescence; stronger effect = lower value; AID 602410, 2012; 340,000 compounds, 0.84% hits; B-score at 10 µM;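 active = B-score under library mean minus 4 SD, starting fluorescence ratio at most library mean plus 5 SD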;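 note: more negative B-score means stronger inhibition of thallium flux through KCNK3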
# RGS4 act – RGS4 potentiators or activators, primary screen, cell-based, HEK293 M3R inducible RGS4, calcium flux | carbachol calcium flux Fluo4; stronger effect = lower value | B-score at 10 µM | 310,000 compounds, 0.92% hits;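 active = B-score of the integrated calcium signal more than 4 SD below the library mean, with starting fluorescence not abnormally high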;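 note: negative B-score means reduced calcium response which marks RGS4 activation or potentiation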
#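 Assay system: Inducible-RGS4 HEK293 cells carrying M3 receptor | Schedule: Compound preincubation 20 min at room temperature before agonist | Signal: Kinetic calcium fluorescence imaging with Fluo4-AM dye, 2 µM | Read-out basis: B score from integrated fluorescence ratio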
# KCNQ1 inh – inhibitors of human KCNQ1 channel, primary screen, cell-based, thallium flux, high-throughput; Potassium voltage-gated channel subfamily KQT member 1 (Homo sapiens), P51787; CHO-K1 KCNQ1, FluxOR thallium flux fluorescence; stronger effect = higher value; B-score at 10 µM; 310,000 compounds, 1.3% hits;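 active = compounds whose thallium flux B-score, printed positive for inhibition, exceeds three library SD while starting fluorescence stays within three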;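 note: channel opened by potassium depolarization with thallium stimulus after 20 min compound exposure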
# PolyA inhibitor – polyadenylation inhibitors in yeast reporter cells, primary screen, luminescence, S. cerevisiae | S. cerevisiae SKY197-pL101 polyadenylation reporter, beta-gal luminescence; efflux-impaired pdr1/pdr3 knockout yeast; score 100 = 6 SD above DMSO | calls only at 12 µM | 300,000 compounds, 0.02% hits;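 active = lowest replicate activity score at least 50, where 100 means six control SD above control mean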;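 note: yeast exposed to compound for 9 h at 30 °C; higher score means more reporter readthrough which indicates perturbed polyadenylation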
# Starred values were filed as active, the others as inactive; i = inactive; nt = no result given; & = joins results of further samples. Some of the compounds tested; rates above refer to the full screens.
SMILES,RGS4 block,hERG protect,KCNQ1 act,KCNK9 inh,DYRK1A inh,GSK3A inh,GSK3beta inhib,KCNK3 inh,RGS4 act,KCNQ1 inh,PolyA inhibitor
O=C(NCCc1ccccc1)c1c[nH]c2c(F)cccc2c1=O,i,-5.6,i,i,14.0,-4.1,3.3,i,i,i,i
Cc1csc(CN(C)C(=O)CC2C(=O)NCCN2CC(C)(C)C)n1 (configuration not stated),i,-6.4,i,i,-4.0,-1.1,-0.4,i,i,i,i
CCCCSCCCNC(=O)c1cn(CC)c2ccc(S(=O)(=O)N3CCOCC3)cc2c1=O,i,-7.7,i,i,-1.4,-0.3,2.1,i,i,i,i
Cc1nn(CCC(=O)Nc2cccc(C#N)c2)c(C)c1S(=O)(=O)N1CCCCC1,i,-5.1,i,i,5.6,-2.0,-0.5,i,i,i,i
Cc1cccc2cncc(OCc3nnc(SC(F)F)n3C)c12,i,-8.3,i,i,3.6,-0.8,1.5,i,i,i,i
Cc1cccc(COCC(CC(C)C)N2CCN(C(=O)c3ccc(C(F)(F)F)cc3)CCC2=O)c1 (configuration not stated),i,-12.1,i,i,6.4,-3.9,2.3,i,i,i,i
C/C(Cc1ccccc1)=N\NC(=O)CNC(=O)c1ccccc1F,i,-8.0,i,i,-1.2,0.4,-1.5,i,i,i,i
Cc1cc(Oc2ccc(=O)n(C)n2)nc(Oc2ccc(=O)[nH]n2)n1,i,-3.0,i,i,1.7,2.1,0.7,i,i,i,i
CCOC(=O)c1[nH]c(C)c(C(=O)NCc2cccnc2)c1C,i,-7.0,i,i,-11.9,-0.9,1.4,i,i,i,i
COc1ccc(C)c2sc(N(CCCN(C)C)C(=O)CS(=O)(=O)c3ccc(F)cc3)nc12,i,-19.9,i,i,7.4,0.9,-0.9,i,i,i,i
CCC(C)(C)NC(=O)C(c1cccs1)N(C(=O)c1ccn[nH]1)c1cccc(OC)c1 (configuration not stated),i,-8.0,i,i,1.7,1.0,-1.4,i,i,i,i
Cc1ccc(NCC(=O)Nc2cccc(S(=O)(=O)N(C)C)c2)cc1S(=O)(=O)N1CCCCCC1,i,-15.6,i,i,nt,-3.6,0.8,i,i,i,i
COc1cc(C(=O)NNC(=S)NC(=O)c2ccc(Cl)cc2)cc(OC)c1OC,i,-11.3,i,i,-3.0,1.5,1.6,i,i,i,i
Cn1cc(SCC(=O)N2CCOCC2)c2ccccc21,i,-5.2,i,i,-4.1,-0.6,-3.3,i,i,i,i
Cc1nnc(SCC(=O)N2CCOCC2)[nH]c1=O,i,-4.6,i,i,2.0,-1.8,1.7,i,i,i,i
Cc1cccc(C)c1NC(=O)CN(C)C(=O)Cn1c(=O)cnc2ccccc21,i,-6.3,i,i,-7.5,-1.2,2.8,i,i,i,i
COc1cc(NC(=O)c2cccs2)c(OC)cc1NC(=O)CCC(=O)Nc1ccc(C)cc1,i,-14.4,i,i,0.6,0.1,4.3,i,i,i,i
Cc1ccc(S(=O)(=O)Nc2c(C)n(C)n(-c3ccccc3)c2=O)cc1,i,-2.9&-6.2,i,i,3.6,0.6&-2.7,-0.5&4.4,i,i,i,i
O=C(O)c1cc(-c2ccc(Br)s2)nc2ccccc12,i,-2.6,i,i,nt,1.4,-0.1,i,i,i,i
Cc1occc(=O)c1OCc1c(Cl)cccc1Cl,i,-5.4,i,i,-17.8,-0.3,-1.3,i,i,i,i
O=C(CN(C(=O)CNS(=O)(=O)c1ccccc1)c1ccc(Cl)cc1)NCC1CCCO1 (configuration not stated),i,-3.7,i,i,-5.9,0.0,-1.2,i,i,i,i
C/C(=N\NC(=O)c1cccc(O)c1)c1cccc(NC(=O)c2ccc(F)cc2)c1,i,-8.7,i,i,4.2,1.8,-0.3,i,i,i,i
O=S1(=O)C[C@@H](N2CCOCC2)[C@H](N2CCOCC2)C1,i,-11.4,i,i,-3.5,-1.0,4.6,i,i,i,i
COc1cccc(C(=O)CN2C3=NCCCN3c3ccccc32)c1,i,-2.4,i,i,4.3,0.0,0.9,i,i,i,i
COc1ccc(-c2csc(CCN3N=C(C)CC3=O)n2)cc1,i,-11.0,i,i,1.5,-2.2,-2.1,i,i,i,i
COc1ccc(CC(=O)OCn2nnc3ccccc3c2=O)cc1,nt,nt,nt,nt,6.4,-1.4,4.1,i,nt,nt,i
Cn1nnnc1SCc1ccccc1[N+](=O)[O-],i,-1.5,i,i,6.1,-1.1,-3.9,i,i,i,i
CCOC(=O)CN(C(=O)Cn1nnc(-c2ccc(OC)cc2)n1)C(C(=O)NC1CCCC1)c1ccc(F)cc1 (configuration not stated),i,-4.3,i,i,3.4,-4.0,4.5,i,i,i,i
N#C/C(=C\c1cn(-c2ccccc2)nc1-c1cc2ccccc2o1)c1nc2ccccc2[nH]1,i,0.0,i,i,-2.7,-0.4,1.2,i,i,i,i
CC(=O)N1Cc2ccccc2CC1C(=O)N1CCN(c2ccccc2)CC1 (configuration not stated),i,-9.2,i,i,nt,6.3,-0.2,i,i,i,i
CN1CCN(CC#CCn2c3ccccc3c3ccccc32)CC1,i,-12.8,i,i,3.8,0.3,-1.5,i,-7.07*,i,i
COC(=O)c1ccccc1NC(=O)NCCc1ccccc1OC,i,-0.8,i,i,-2.6,-0.8,0.3,i,i,i,i
Oc1ccc(/C=N/NC(=S)Nc2cccnc2)cc1,i,-5.3,i,i,4.9,8.5,-1.7,i,i,i,i
C=CCn1c(SCC(=O)NC2CCCCC2)nnc1C1CCCCC1,i,-2.5,i,i,-0.9,-2.3,-0.1,i,i,i,i
Cc1cc(-c2nn(C)c(=O)c3ccccc23)cc(C)c1O,i,0.2,i,i,-0.6,-1.2,-1.2,i,i,i,i
Cc1cc(C)c2[nH]c(=O)c(CN(Cc3cccs3)C(=S)NCc3ccco3)cc2c1,i,-21.0,i,i,-6.7,-3.8,0.8,i,i,i,i
O=C(NCc1ccco1)[C@@H]1CCCN1C(=O)c1cccs1,i,0.5,i,i,-0.7,-3.8,1.9,i,i,i,i
COc1ccc(OC)c(NC(=O)CSc2nnnn2C)c1,i,-8.3,i,i,-2.2,-1.8,0.6,i,i,i,i
NC(=S)N/N=C/c1ccc2c(c1)OCCO2,i,-5.5,i,i,10.8,2.3,-6.8,i,i,i,i
COc1ccc(OC)c(-c2cc(C3CCN(c4ncccc4[N+](=O)[O-])CC3)[nH]n2)c1,i,-3.1,i,i,-7.7,0.1,1.4,i,i,i,i
O=C(NNc1ccccc1F)C1CCC1,i,-5.4,i,i,0.9,1.1,1.5,i,i,i,i
Fc1ccc(C2=CC(c3ccco3)n3nnnc3N2)cc1 (configuration not stated),i,-4.4,i,i,nt,-0.9,-0.7,i,i,i,i
COc1ccc(C(NC(=O)c2ccco2)c2ccc(OC)c(OC)c2)cc1 (configuration not stated),i,-1.7,i,i,0.5,0.8,2.7,i,i,i,nt
O=C(O)c1cc(S(=O)(=O)N2CCCCCC2)c(Cl)cc1Cl,i,-3.4,i,i,3.2,-1.5,-2.1,i,i,i,i
CSc1ccccc1NC(=O)CN(C)C(=O)C1CCN(C(=O)Nc2ccccc2)CC1,i,-18.2,i,i,9.8,-3.0,-1.0,i,i,i,i
NNc1nc2ccc(F)cc2s1,i,-11.8,i,i,14.5,-1.0,2.6,i,i,i,i
COc1ccc(C(=O)N2CCOC2CNC(=O)C(=O)NCc2ccc3c(c2)OCO3)cc1 (configuration not stated),i,-13.9,i,i,nt,-0.3,2.2,i,i,i,i
C#C[C@]1(O)CC[C@H]2[C@@H]3CCc4cc(O)ccc4[C@H]3CC[C@@]21C,i,-13.2,9*,i,15.1,-2.0,-4.0,i,i,i,i
Cc1cccc(C(=O)NC2CCN(C(=S)NCc3ccco3)CC2)c1,i,-13.3,i,i,0.2,-1.0,0.6,i,i,i,i
O=C(Nc1ccc(N2CCOCC2)cc1)c1cc(-c2ccncc2)nc2ccccc12,i,-12.2,i,i,0.2,1.2,3.1,i,i,i,i
CCOC(=O)c1c(N)sc2c1CCCC2,i,-12.1,i,i,-6.2,0.1,0.0,i,i,i,i
Cc1nn(CC#N)c(=O)n1-c1ccccc1,i,-6.4,i,i,-5.0,1.5,0.7,i,i,i,i

# Record cards (already shown). Order of values: RGS4 block | hERG protect | KCNQ1 act | KCNK9 inh | DYRK1A inh | GSK3A inh | GSK3beta inhib | KCNK3 inh | RGS4 act | KCNQ1 inh | PolyA inhibitor
# C#C[C@]1(O)CC[C@H]2[C@@H]3CCc4cc(O)ccc4[C@H]3CC[C@@]21C is entered as i | -13.2 | 9* | i | 15.1 | -2.0 | -4.0 | i | i | i | i
# CCOC(=O)c1c(N)sc2c1CCCC2 is entered as i | -12.1 | i | i | -6.2 | 0.1 | 0.0 | i | i | i | i
# Cc1cccc(C(=O)NC2CCN(C(=S)NCc3ccco3)CC2)c1 is entered as i | -13.3 | i | i | 0.2 | -1.0 | 0.6 | i | i | i | i
# O=C(Nc1ccc(N2CCOCC2)cc1)c1cc(-c2ccncc2)nc2ccccc12 is entered as i | -12.2 | i | i | 0.2 | 1.2 | 3.1 | i | i | i | i

# Source: PubChem BioAssay
